# SW480 rerep – A quantitative high throughput screen for small molecules that induce DNA re-replication in SW480 colon adenocarcinoma cells. Potency, µM (titrated, usually from 46.1 µM), for inactives: at the highest dose re-replication activation, actives largely listed as activators. SW480 DNA re-replication, Hoechst DNA content imaging, 48 h. 340,000 tested, 1.8% active; further: potency means the concentration at half of the fitted maximal effect; % of control where 0% means no effect; nearly all actives have a fitted effect of over 55% in size
#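 Per well, 250 cells were exposed to pinned compound for 48 hr. Nuclear DNA was visualised with Hoechst (40 min, 37 C) and total object intensity recorded by fluorescence scanning.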
# HT1080 IDH1KD tx – qHTS for induction of synthetic lethality in tumor cells producing 2HG: qHTS for the HT-1080-IDH1KD cell line; HT-1080 IDH1 knockdown viability, ATP luminescence, 48 h; Potency, µM (doses to about 46.1 µM), for inactives: at the top dose activity, negative = toxicity, hits mostly cytotoxic; 360,000 tested, 2% active; AID 686971, 2013;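 further: potency means the concentration at half of the fitted maximal effect; 0% = DMSO wells and -100% = cell-free medium wells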
#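 After a 2 h attachment period, IDH1KD HT-1080 cells took pin-transferred compound for 48 h at 37 °C; ATP-based luminescence after 10 min room-temperature reagent incubation reported viability.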
# HEK293 tox – qHTS of GLP-1 Receptor Inverse Agonists: Cytotox Screen; HEK293 cAMP-luciferase reporter cells, luminescence, 24 h; Potency, µM (doses to about 38.3 µM), for inactives: at the top dose activity change, negative = inhibition, actives largely listed as inhibitors; 410,000 tested, 0.13% active;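 further: loss of luciferase light is scored as toxicity; potency means the concentration at half of the fitted maximal effect; on the % scale 0 is the no-effect control and ±100 the full control effect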
#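 Compound-treated cells are incubated 24 hr at 37 deg C under 5% CO2 after a 12 hour attachment period, then luciferase detection reagent is added and luminescence is measured following 12 min at room temperature; lowered signal indicates toxicity.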
# HT1080-NT tox – qHTS for induction of synthetic lethality in tumor cells producing 2HG: qHTS for the HT-1080-NT fibrosarcoma cell line; HT-1080-NT fibrosarcoma viability, CellTiter-Glo ATP luminescence, 48 h; Potency, µM (series often up to 46.1 µM), for the others: top-dose activity, negative = less viability, usual class: cytotoxic; 360,000 tested, 1.6% active; AID 686970, 2013;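 further: NT is the 2HG producing partner of a matched IDH1 knockdown line; potency means the concentration at half of the fitted maximal effect; 0% = DMSO-treated cells and -100% = media-only wells without cells; nearly all actives have a fitted effect of over 55% in size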
#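 Viability of the 2HG-overproducing fibrosarcoma line after 48 hours of compound exposure at 37 degrees C was determined by luminescence with CellTiter-Glo, and concentration-effect curves were then fitted and categorized.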
# MCF10A rereplic – A quantitative high throughput screen for small molecules that induce DNA re-replication in MCF 10a normal breast cells | 350,000 tested, 2.9% active | MCF 10A DNA re-replication, Hoechst nuclear intensity, 48 h | AID 624296, 2012 | Potency, µM (top dose mostly 46.1 µM), for inactives: top-dose activity, positive = re-replication, actives largely listed as activators; further: potency means the concentration at half of the fitted maximal effect; % of control where 0% means no effect; nearly all actives have a fitted effect of over 50% in size
# KB-3-1 cytotox – qHTS assay for MDR1-selective chemotherapeutics: Primary screen using the parental adenocarcinoma cell KB-3-1; KB-3-1 viability, CellTiter-Glo ATP luminescence, 72 h; Potency, µM (titrated, usually from 46.1 µM), for the others: at the highest dose activity change, negative = cytotoxic, most hits filed as cytotoxic; 400,000 tested, 1.4% active; AID 1347075, 2019; further: potency means the concentration at half of the fitted maximal effect; on the % scale 0 is the no-effect control and ±100 the full control effect; nearly all actives have a fitted effect of over 60% in size
#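 Cells are dispensed, compounds pinned in, plates held at 37 °C for 72 h, then CellTiter-Glo is added and luminescence read after 10 minutes. Cell line: parental KB-3-1 in phenol-red-free DMEM, 10% FBS.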
# KB-V1 MDR tox – qHTS assay for MDR1-selective chemotherapeutics: Primary screen using the drug-selected MDR subline cells KB-V1. Potency, µM (series often up to 46.1 µM), without a hit: at the top dose activity change, negative = cytotoxicity, most hits filed as cytotoxic. KB-V1 MDR cells viability, CellTiter-Glo, 72 h. 400,000 tested, 3.4% active; further: potency means the concentration at half of the fitted maximal effect; on the % scale 0 is the no-effect control and ±100 the full control effect; nearly all actives have a fitted effect of over 60% in size
#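 Luminescent ATP read-out (CellTiter-Glo, 10 min) measures survival of drug-selected KB-V1 MDR cells after 72 h, 37 degrees C compound exposure. Medium: phenol-red-free DMEM, 10% FBS. Values from fitted concentration-response curves.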
# IL-1B inflam inh – qHTS for Inhibitors of Inflammasome Signaling: IL-1-beta AlphaLISA Primary Screen; AID 743279, 2014; activity change, % at 57.5 µM; 360,000 tested, 4.7% active; THP-1 LPS/ATP IL-1B secretion, AlphaLISA, 16 h; stronger effect = lower value; in the data active means activity change below about -50%; inconclusive means mostly about -30% to -49%; further: on the % scale 0 is the no-effect control and ±100 the full control effect
#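 THP-1 cells pretreated 1 hr with compounds (up to 57.5 uM final), then stimulated with LPS (250 ng/mL final) plus ATP (1.25 mM final); secreted IL-1B measured by AlphaLISA after 16 hr, decreased signal indicating inhibition.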
# DRD3 agonist – qHTS of D3 Dopamine Receptor Agonist: qHTS | D(3) dopamine receptor (Homo sapiens), P35462 | AID 652048, 2013 | 410,000 tested, 0.58% active | D3R DiscoveRx beta-arrestin cells, luminescence, 90 min | max activation, %; in the data active means max activation above about 30%; further: 0% is about no effect; mostly tested at two doses, the higher about 12 µM
# Target sequence (P35462 whole entry, looked up): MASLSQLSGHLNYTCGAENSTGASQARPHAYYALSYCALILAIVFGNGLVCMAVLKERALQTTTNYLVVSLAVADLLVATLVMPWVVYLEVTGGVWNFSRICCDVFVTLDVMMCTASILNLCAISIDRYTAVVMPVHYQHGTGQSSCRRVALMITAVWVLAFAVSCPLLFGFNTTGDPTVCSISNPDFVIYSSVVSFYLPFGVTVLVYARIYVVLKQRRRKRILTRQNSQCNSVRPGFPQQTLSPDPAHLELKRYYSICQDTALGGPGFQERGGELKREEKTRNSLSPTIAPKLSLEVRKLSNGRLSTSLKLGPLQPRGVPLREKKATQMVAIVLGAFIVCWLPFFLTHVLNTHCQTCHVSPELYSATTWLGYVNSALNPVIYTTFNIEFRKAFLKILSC
#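 Agonist mode: compounds and dopamine controls were applied to plated cells for 90 min at 37 degrees C after an overnight attachment at 1500 cells/well. Luminescent read-out followed 30 - 60 minutes at room temperature with DiscoveRx detection reagent.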
# The depositor's hits bear a star; ? = inconclusive; . = no result given; & = joins results of further samples; [ ] = remark or other dose. Unless noted, the call rests on the fitted dose curve; in most records, active means well fitted curve in the direction sought with a large enough effect; inconclusive means small, poorly fitted or top-dose-only effect, or another doubt; inactive means no such curve, though single readings can be large; an effect the other way counts as inactive or inconclusive.
SMILES,SW480 rerep,HT1080 IDH1KD tx,HEK293 tox,HT1080-NT tox,MCF10A rereplic,KB-3-1 cytotox,KB-V1 MDR tox,IL-1B inflam inh,DRD3 agonist
CCOC(=O)c1[nH]c2cc3c(cc2c1NC(=O)CN1CCN(CCO)CC1)OCO3,-5%,1%,-7%,0%,-4%,-1%,-4%,15,-4
CCN1/C(=C2\OC(=S)N(C)C2=O)Sc2ccccc21,?,15%,-8%,?,15%,-1%,14%,8,4
COc1cc(C(=O)Nc2c(C(=O)O)[nH]c3ccc(Br)cc23)cc(OC)c1OC,-11%,1%,-3%,-13%,0%,10%,16%,20,4
COc1cccc2cccc(/C=N/n3cnnc3)c12,-8%,-8%,-1%,-1%,5%,-2%,?,-5,3
Cc1ccc(/C=N/n2nnnc2N)cc1,-4%,8%,-3%,3%,2%,3%,18%,20,6
Cc1c(C(=O)NCCSCc2ccccc2Cl)cccc1[N+](=O)[O-],-3%,-30%,-2%,-1%[9.24 µM],?,-1%,-25%,-3,19
CC(C)(C)NS(=O)(=O)c1ccc(NC(=S)NC(=O)C2CCC2)cc1,1%,-21%,-9%,-14%,?,-9%,?,3,-8
COC(=O)C1=C(Nc2ccc(OC)cc2)C=C(C)C(C(=O)OC)C1c1ccc(C)cc1 (stereo unspecified),?,-4%,66%[activator],-14%,?,?,?,-11,4
CCCn1ncc(C(=O)NC2CCCN(Cc3ccc(Cl)cc3)C2)c1C (stereo unspecified),23%,-3%,-4%,-1%,-1%,-14%,-1%,?,-13
Cc1cccc(Oc2cc(N)cc([N+](=O)[O-])c2)c1,-3%,11%,-10%,3%,7%,4%,0%,-4,-3
Cc1ccc2nc(SCC(=O)N3CCOCC3)[nH]c2c1,-18%,15%,-6%,28%,2%,1%,1%,-11,1
CCOc1ccc(Cl)cc1S(=O)(=O)N1CCC(C(=O)NCC2CCCO2)CC1 (stereo unspecified),6%,2%,13%,-5%,19%,-2%,?,1,-2
COc1cc(C(=O)Nc2cc(Cl)ccc2-n2cncn2)ccc1OC(F)F,-4%,-13%,-2%,-3%,-2%,0%,5%,30,4
Cc1ccc(NC(=O)C(=O)NCCN2CCN(S(C)(=O)=O)CC2)cc1C,-6%,24%,-6%,16%,0%,12%,20%,-2,18
CC(C)(NO)/C(=N/O)c1ccc(Br)cc1,-1%,2%,-8%,-4%,-1%,2%,1%,-16,1
Cc1onc(-c2c(Cl)cccc2Cl)c1C(=O)N[C@@H]1C(=O)N2[C@@H]1SC(C)(C)[C@@H]2C(=O)O,-34%&-5%[inhibitor],-4%&22%,-1%&-5%,6%&18%,-23%&-3%,0%&13%,16%&-3%,24&-29,1&-3&-13
Cc1cccc(NC(=O)c2sc3nc(N4CCOCC4)c4c(c3c2N)CCCC4)c1,?,0%,8%,1%,2.9µM*,0%,11%,11,4
CCCc1cc(=O)n2[nH]c(NCc3cccs3)nc2n1,-3%,-14%,1%,-8%,-1%,1%,2%,1,-3
CC(=O)Nc1ccc(NC(=O)C2CCCN(S(=O)(=O)c3ccc4c(c3)CCCC(=O)N4)C2)cc1 (stereo unspecified),.,.,0%,.,.,10%,9%,.,7
O=C1Nc2ccccc2C1(O)Cc1ccncc1 (stereo unspecified),-9%,10%,-1%,7%,-9%,-1%,21%,0,3
COC(=O)c1ccc(CNCC(=O)Nc2ccc(C(=O)OC)cc2)cc1,2%,-2%,2%,0%,16µM*,12%,-5%,19,-4
COCCOc1ccc(C(F)(F)F)cc1NC(=O)Cc1ccc(S(=O)(=O)N2CCOCC2)s1,11%,-9%,5%,-3%,8%,-14%,?,?,-8
O=C(Nc1ccc2oc(-c3cccc4c(Br)cccc34)nc2c1)c1cccc(Cl)c1,.,.,-6%,.,.,23%,17%,.,2
Cc1ccc(S(=O)(=O)CCC(=O)Nc2nnc(-c3cccs3)o2)cc1,?,-4%,12%,-1%,?,-13%,1%,-61*,-3
COC(=O)C1=C(C(=O)OC)[C@@H]2Nc3ccccc3[C@@]23C[C@@H](C(=O)OC)N(C(=O)c2cccs2)C3=N1,?,8%,0%,-1%,?,11%,7%,20,0

# 4 entries picked at random from those above:
SMILES,SW480 rerep,HT1080 IDH1KD tx,HEK293 tox,HT1080-NT tox,MCF10A rereplic,KB-3-1 cytotox,KB-V1 MDR tox,IL-1B inflam inh,DRD3 agonist
Cc1ccc(/C=N/n2nnnc2N)cc1,-4%,8%,-3%,3%,2%,3%,18%,20,6
Cc1c(C(=O)NCCSCc2ccccc2Cl)cccc1[N+](=O)[O-],-3%,-30%,-2%,-1%[9.24 µM],?,-1%,-25%,-3,19
CCCn1ncc(C(=O)NC2CCCN(Cc3ccc(Cl)cc3)C2)c1C (stereo unspecified),23%,-3%,-4%,-1%,-1%,-14%,-1%,?,-13
COc1cc(C(=O)Nc2cc(Cl)ccc2-n2cncn2)ccc1OC(F)F,-4%,-13%,-2%,-3%,-2%,0%,5%,30,4

# Compounds shown so far that have a nitro group on carbon:
SMILES,SW480 rerep,HT1080 IDH1KD tx,HEK293 tox,HT1080-NT tox,MCF10A rereplic,KB-3-1 cytotox,KB-V1 MDR tox,IL-1B inflam inh,DRD3 agonist
Cc1c(C(=O)NCCSCc2ccccc2Cl)cccc1[N+](=O)[O-],-3%,-30%,-2%,-1%[9.24 µM],?,-1%,-25%,-3,19
Cc1cccc(Oc2cc(N)cc([N+](=O)[O-])c2)c1,-3%,11%,-10%,3%,7%,4%,0%,-4,-3

# Continued.
SMILES,SW480 rerep,HT1080 IDH1KD tx,HEK293 tox,HT1080-NT tox,MCF10A rereplic,KB-3-1 cytotox,KB-V1 MDR tox,IL-1B inflam inh,DRD3 agonist
COc1cc2c(C(=O)N(C)c3cc(Cl)ccc3OC)cn(CC(C)C)c(=O)c2cc1OC,.,.,-10%,.,.,-12%,?,.,-11
COc1cccc(-n2c(-c3ccco3)nc3c(cnn3-c3ccc(Cl)cc3)c2=O)c1,.,.,13%,.,.,?,-28%,.,-15
O=C(c1ccco1)N1CCN(Cc2ccc(F)cc2Cl)CC1,-6%,7%,-4%,14%,-2%,6%,-18%,-7,7
COc1ccc(OC)c(S(=O)(=O)Nc2cc3c4c(c2)CCN4C(=O)CC3)c1,-7%,-22%,0%,-9%,3%,-17%,-14%,0,-18
CCN1C(=O)/C(=C2\SC(=S)N(c3c(C)n(C)n(-c4ccccc4)c3=O)C2=O)c2ccccc21,-5%,4%,-16%,5%,-5%,14%,-2%,7,4
CN(C)Cc1ccccc1Sc1ccc(O)cc1O,-8%,10%,-2%,9%,0%,4%,27%,-14,7
CCN1CCN(C(=O)C2CCN(S(=O)(=O)c3ccc(SC)cc3)CC2)CC1,5%,7%,15%,2%,3%,-6%,-28%,4,-2
Cc1ccc(CC(=O)NC2CCN(C)CC2)cc1,-1%,6%,-9%,9%,11%,1%,0%,4,5
Cc1ccc(CCc2nnc(SCC(=O)Nc3cc(Cl)ccc3Cl)n2-c2ccccc2)o1,11%,-20%,-29%,-2%,?,-19%,15µM*,-10,1
CC(C)c1ccc(O)c(NC(=S)NC(=O)CCc2ccccc2)c1,-3%,-18%,-5%,-20%,-4%,19%,-3%,0,-12
COc1cccc(C(=O)N(C)c2nnc(-c3ccncc3)s2)c1,0%,8%,20%,-1%,-5%,?,?,-4,12
CCOC(=O)[C@H]1[C@H]2COc3ccc(Cl)cc3[C@@H]2N2C(=O)c3cc(Br)ccc3NC(=O)[C@@]12C,12%,-9%,1%,-8%,4%,?,-20%,?,5
Cc1cc(O)c(C(c2ccc(Cl)cc2)N2CCN(c3ccccc3)CC2)c(=O)n1Cc1ccco1 (stereo unspecified),.,.,-1%,.,.,14%,16%,.,-16
O=C(Nc1ccc(SC(F)F)cc1)c1ccccc1F,24%,-7%,1%,-5%,3%,-1%,0%,-1,0
CN(CC(=O)OCC(=O)c1c(N)n(C)c(=O)n(C)c1=O)S(=O)(=O)c1ccc(Cl)cc1,-18%,-1%,-5%,2%,1%,12%,11%,-4,4
CCc1ccc(-c2cc(C)no2)cc1S(=O)(=O)N1CCN(c2ccccc2OC)CC1,-1%,-3%,-2%,-13%,9%,?,?,-1,1
Cc1cccc(CN2CCCC(C(=O)N3CCCCC3)C2)c1 (stereo unspecified),-8%,-8%,4%,0%,14%,0%,0%,17,1
COc1ccc(C(=O)N(CCc2ccccc2)Cc2cccs2)c(OC)c1,?,-9%,5%,-16%,138%,?,?,-78*,5
CCOc1cc(N)c(Cl)cc1C(=O)NCC1CN(Cc2ccc(F)cc2)CCO1 (stereo unspecified),12%&-7%,-29%,4%,-21%,?,0%,?,-12,-73&-18
CN1C(=O)CCC1(O)c1ccccc1 (stereo unspecified),7%,-13%,3%,0%,14%,0%,6%,-2,-1

# Another view of some results above.
# Screens in order – SW480 rerep	HT1080 IDH1KD tx	HEK293 tox	HT1080-NT tox	MCF10A rereplic	KB-3-1 cytotox	KB-V1 MDR tox	IL-1B inflam inh	DRD3 agonist
> Cc1ccc(CC(=O)NC2CCN(C)CC2)cc1
 : -1%	6%	-9%	9%	11%	1%	0%	4	5
> Cc1ccc(CCc2nnc(SCC(=O)Nc3cc(Cl)ccc3Cl)n2-c2ccccc2)o1
 : 11%	-20%	-29%	-2%	?	-19%	15µM*	-10	1
> CC(C)c1ccc(O)c(NC(=S)NC(=O)CCc2ccccc2)c1
 : -3%	-18%	-5%	-20%	-4%	19%	-3%	0	-12

# Screening results deposited in PubChem by National Center for Advancing Translational Sciences (NCATS).
